APEX1 inh = qHTS Assay for Inhibitors of the Human Apurinic/apyrimidinic Endonuclease 1 (APE1) | DNA repair nuclease/redox regulator APEX1 (Homo sapiens), P27695 | recombinant APE1, TAMRA/BHQ-2 abasic DNA cleavage fluorescence | Potency, µM (highest dose often 65.8 µM), inactives show at the top dose activity change, negative = inhibition, usual class: inhibitors | 350,000 tested, 0.35% active;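 note: potency is the fitted concentration of half-maximal effect; plate controls were vehicle for no effect and reference inhibitor for full effect; nearly all actives have a fitted effect of over 55% in size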
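Readout is kinetic fluorescence (ex 525, em 598 nm) from cleavage of 50 nM TAMRA/BHQ-2 THF abasic duplex by 0.75 nM APE1, compound added 15 min beforehand at RT.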
ALOX12 inh = Primary qHTS assay for inhibitors of human arachidonate 12S-lipoxygenase (ALOX12): Round 2; Polyunsaturated fatty acid lipoxygenase ALOX12 (Homo sapiens), P18054; purified 12hLO, xylenol orange hydroperoxide absorbance; Potency, µM (doses to about 108 µM), inactives show top-dose activity change, negative = inhibition, most hits filed as inhibitors; 580,000 tested, 1.1% active; AID 1671190, 2021; note: potency is the fitted concentration of half-maximal effect; % is set by controls: 0 for no effect and ±100 for the full control effect
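Purified human 12hLO at 150 nM in 25 mM Hepes, 0.01% Triton X-100, pH 7.0, preincubated 15 min at room temperature with compound. Reaction started with 40 uM arachidonic acid, 30 min at room temperature. Hydroperoxide measured by Fe-xylenol orange, 573/405 nm absorbance ratio.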
Pol beta inh = qHTS Assay for Inhibitors of DNA Polymerase Beta. Potency, µM (titrated, usually from 114 µM), without a hit: at the highest dose activity change, negative = inhibition, usual class: inhibitors. 340,000 tested, 1.3% active. Pol beta primer extension/strand displacement, fluorescence kinetic. P06746. AID 485314, 2010; note: potency is the fitted concentration of half-maximal effect; % is set by controls: 0 for no effect and ±100 for the full control effect
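Human Pol beta at 10 nM; strand-displacement substrate 50 nM final. Compound exposure 15 min at room temperature before start, reaction 10 min at room temperature.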
BLM inh = qHTS Assay for Inhibitors of Bloom's syndrome helicase (BLM). 350,000 tested, 0.2% active. AID 2528, 2010. RecQ-like DNA helicase BLM (Homo sapiens), P54132. Potency, µM (doses to about 56.1 µM), for inactives: at the top dose activity change, negative = inhibition, usual class: inhibitors. recombinant BLM DNA unwinding, fluorescence dequenching;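 note: potency is the fitted concentration of half-maximal effect; plate controls were vehicle for no effect and no enzyme for full effect; nearly all actives have a fitted effect of over 35% in size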
TRHR ag = qHTS for Small Molecule Agonists and Allosteric Enhancers of Human TRH Receptor: Primary Screen for Agonists; activation, % at 2 µM; TRHR cells, calcium flux fluo-8, FDSS agonist mode; 360,000 tested, 0.18% active; in the data active = activation above about 30%; note: 0% is about no effect
Target sequence (P34981 whole entry, looked up): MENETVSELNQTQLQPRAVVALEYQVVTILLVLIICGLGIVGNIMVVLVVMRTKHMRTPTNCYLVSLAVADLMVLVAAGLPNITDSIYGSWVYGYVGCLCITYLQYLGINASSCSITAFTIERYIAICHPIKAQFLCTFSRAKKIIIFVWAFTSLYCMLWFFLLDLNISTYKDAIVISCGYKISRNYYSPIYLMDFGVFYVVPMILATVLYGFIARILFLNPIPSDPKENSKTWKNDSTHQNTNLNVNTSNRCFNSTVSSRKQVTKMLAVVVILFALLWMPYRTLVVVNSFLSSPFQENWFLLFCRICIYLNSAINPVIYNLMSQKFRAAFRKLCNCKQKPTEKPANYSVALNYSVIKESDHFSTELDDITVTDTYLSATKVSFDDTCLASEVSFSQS
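In this calcium-flux screen, cells bearing human TRHR are dye-loaded with fluo-8, baselined for 10 cycles, then exposed to library compounds; positive kinetic calcium responses during the agonist phase mark hits, with TRH as control.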
Apoferritin bind = qHTS Assay for Identification of Novel General Anesthetics; apoferritin/1-aminoanthracene competitive binding, fluorescence; Potency, µM (doses to about 77.5 µM), for the others: at the highest dose activity change, negative = displacement, hits mostly inhibitors; 350,000 tested, 0.074% active; Ferritin light chain (Equus caballus), P02791; AID 485281, 2010; note: potency is the fitted concentration of half-maximal effect; % is set by controls: 0 for no effect and ±100 for the full control effect; nearly all actives have a fitted effect of over 20% in size
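Probe: 1-aminoanthracene (50% saturated, PBS). Protein: horse-spleen apoferritin, 10 uM. Incubation: 10 min, room temperature. Detection: 380 nm excitation, 535 nm emission. Analysis: normalized response, four-parameter Hill.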
ERG-DNA inh = qHTS for Small Molecule Inhibitors of the ERG Ets/DNA interaction; Potency, µM (series often up to 76.9 µM), inactives show top-dose FP activity, negative = inhibition, most hits filed as inhibitors; AID 624246, 2012; fluorescence polarization, His-ERG Ets domain / labelled DNA; 370,000 tested, 0.028% active; active = well fitted inhibition curve with a large enough effect in the polarisation, with a control signal flat; inconclusive = small, poorly fitted or top-dose-only effect, or effect the other way, or a change in a side signal; inactive = no such curve, though single readings can be large or run the other way; the % refers to the polarisation;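 note: polarization taken with two DNA probes labelled with fluorescein and Texas red; potency is the fitted concentration of half-maximal effect; % of control where 0% means no effect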
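His-tagged ERG Ets domain (1 uM in the protein solution; 300mM KCl, 50mM Tris-HCl, 1mM EDTA, 1mM DTT, pH 7.5) received compound, then a probe mix of 5 nM fluorescein-DNA and 100nM Texas-615-DNA. Fluorescence polarization was read for both dyes.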
Pol kappa inh = qHTS for Inhibitors of Polymerase Kappa; DNA polymerase kappa (Homo sapiens), Q9UBT6; purified Pol kappa, fluorescent DNA synthesis assay, 10 min; Potency, µM (titrated, usually from 107 µM), inactives show at the highest dose activity, negative = inhibition, hits mostly inhibitors; 400,000 tested, 0.53% active; note: potency is the fitted concentration of half-maximal effect; % is set by controls: 0 for no effect and ±100 for the full control effect
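10 nM Pol kappa preincubated 15 min at room temperature with compounds, then reaction started with substrate at 50 nM final. Fluorescence read kinetically at 0 and 10 min; buffer-only wells served as negative control.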
POLI inh = qHTS for Inhibitors of Polymerase Iota | Pol iota fluorescent replication assay, 10 min | Potency, µM (highest dose often 115 µM), for inactives: at the highest dose activity, negative = inhibition, actives largely listed as inhibitors | 390,000 tested, 1% active; note: potency is the fitted concentration of half-maximal effect
Target sequence (Q9UNA4 whole entry, looked up): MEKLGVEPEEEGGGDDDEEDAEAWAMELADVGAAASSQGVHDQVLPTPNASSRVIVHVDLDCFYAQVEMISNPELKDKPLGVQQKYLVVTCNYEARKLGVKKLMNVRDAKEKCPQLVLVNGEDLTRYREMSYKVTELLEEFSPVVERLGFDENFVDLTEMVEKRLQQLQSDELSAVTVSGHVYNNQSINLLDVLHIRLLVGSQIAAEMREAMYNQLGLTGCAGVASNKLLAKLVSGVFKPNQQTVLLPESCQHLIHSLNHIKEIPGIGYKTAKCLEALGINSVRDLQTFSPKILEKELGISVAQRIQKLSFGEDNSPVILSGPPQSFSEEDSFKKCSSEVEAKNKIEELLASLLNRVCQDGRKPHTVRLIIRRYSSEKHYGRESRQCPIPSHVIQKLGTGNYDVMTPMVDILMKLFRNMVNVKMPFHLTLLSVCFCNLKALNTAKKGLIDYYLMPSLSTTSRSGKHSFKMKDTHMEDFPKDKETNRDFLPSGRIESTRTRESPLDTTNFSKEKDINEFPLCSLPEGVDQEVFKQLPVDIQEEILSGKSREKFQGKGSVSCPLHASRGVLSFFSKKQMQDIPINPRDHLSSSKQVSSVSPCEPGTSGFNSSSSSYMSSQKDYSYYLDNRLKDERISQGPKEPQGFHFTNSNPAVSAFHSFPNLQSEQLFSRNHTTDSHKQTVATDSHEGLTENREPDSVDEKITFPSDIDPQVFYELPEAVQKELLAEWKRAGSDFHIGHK
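Pol iota at 10 nM preincubated 15 min with compounds at room temperature; reaction started with fluorescent substrate, 50 nM final. Fluorescence read kinetically at 0 and 10 min; buffer-only wells as negative control.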
* marks the source's active call; other numbers are inactive results; i = inactive; ? = inconclusive; nt = no result given; & = joins results of further samples; [ ] = remark or other dose. Unless noted, calls come from the whole dose curve; as a rule, active = well fitted curve in the direction sought with a large enough effect; inconclusive = small, poorly fitted or top-dose-only effect, or another doubt; inactive = no such curve, though single readings can be large; an effect the other way counts as inactive or inconclusive.

compound,APEX1 inh,ALOX12 inh,Pol beta inh,BLM inh,TRHR ag,Apoferritin bind,ERG-DNA inh,Pol kappa inh,POLI inh
COc1ccc(C(=O)N2CCC[C@@]3(CCN(Cc4ccccc4)C3)C2)cc1,1%,2%[57.4 µM],nt,2%,nt,nt,nt,2%[60.1 µM],nt
Cc1ccc(S(=O)(=O)N2CC3CCCN3c3ccc(C(F)(F)F)cc32)cc1 (centres undefined),-3%,0%,23%,-7%,0.7,-15%,-7%,-19%,15%
CCOC(=O)c1c(C)[nH]c(N=Nc2cccc(C)c2)c1C,1%,-15%,2%,-9%,0.1,?,nt,-18%,-7%
CCc1cccc2c1NC(=O)C2(O)N1CCCC(C)C1 (centres undefined),-8%,5%,-12%,-4%,0.0,?,-17%,-10%,123%[activator]
COC(=O)c1ccc(CNC(=O)c2ccc(S(=O)(=O)N3CCCC(C)C3)cc2)cc1 (centres undefined),2%,124%[activator],nt,nt,0.8,nt,8%,-12%,13%
Cc1ccc2c(CC(=O)Nc3c(C(=O)c4ccc(F)cc4)oc4ccccc34)coc2c1,nt,-2%,9%,-4%,0.4,-1%,-1%,-5%,-5%
Cc1c(C)n2c(SCC(=O)Nc3ccc4c(c3)OCCO4)nnc2[nH]c1=O,11%,-19%,nt,nt,0.0,nt,-2%,-4%,-22%
COc1ccc(-n2c(Cc3cccn3C)nnc2SCC(=O)Nc2ccc(C)cc2)cc1,-3%,465%[activator],2%,-4%,-0.5,-11%,-4%,-10%,-14%
Cc1ccc(NC(=O)CNC(=O)c2ccc(Br)o2)nc1,4%,-18%,nt,nt,0.1,nt,nt,2%,52%[activator]
CSc1ccc(CCNC(=O)c2cc(C)nc3c2c(C)nn3-c2cccc(F)c2)cc1,nt,3%,22%,0%,0.4,-8%,-10%,2%,17%
N#Cc1ccc(NC(=O)c2sc3cc(C(F)(F)F)cnc3c2-c2cccs2)cc1,-5%,0%,?,-6%,0.7,-16%,-5%,2%,14%
Cn1c(COc2ccccc2)nnc1SCC(=O)NNC(=O)C1CCCCC1,0%,129%[activator],7%,-3%,-0.2,-4%,-9%,0%,116%[activator]
S=C(Nc1cccc2ccccc12)NN1CCCCCC1,nt,?,nt,nt,nt,nt,-17%,-11%,53%[activator]
COCC(C)NC(=O)c1cc(S(=O)(=O)N2CCCCC2)ccc1N1CCOCC1 (centres undefined),1%,16%,20%,-1%,0.1,1%,0%,-15%,16%
COc1ccc(/C=N\NC(=O)c2nn(C)cc2Cl)cc1CN1CCOCC1,3%,12%,16%,-5%,0.3,8%,8%,-12%,141%[activator]

compound,APEX1 inh,ALOX12 inh,Pol beta inh,BLM inh,TRHR ag,Apoferritin bind,ERG-DNA inh,Pol kappa inh,POLI inh
O=C(CSc1c2c(nc3cc(Cl)ccc13)CCCC2)NCc1ccco1,-1%,1%,-6%,-4%,-0.2,?,-4%,-10%,?
Cc1cc(C)c2nc(N3CCCC3)c(C#N)cc2c1,2%,?,12%,-3%,3.7,-6%,-3%,-8%,5%
COC(=O)c1cc(OC)c(OC)cc1NC(=O)Nc1ccccc1OC,-2%,0%,3%,-1%,-0.2,-7%,-4%,3%,45%[activator]
COc1ccc(-n2c(=S)[nH]c3cc(C(=O)N(C)Cc4ccccc4)ccc3c2=O)cc1,-11%,?,41%,-5%,-0.4,-9%,-1%,1%,64%[activator]
CCCCn1c(N)c(N(Cc2ccccc2OC)C(=O)C(C)Oc2ccc(Br)cc2)c(=O)[nH]c1=O (centres undefined),nt,-13%,nt,nt,nt,nt,-8%,0%,14%
CS(=O)(=O)N1CCN(c2ccc(NC(=O)c3ccc(Br)o3)cc2)CC1,-2%,26%[57.4 µM],0%,-3%,0.8,7%,10%,-1%,16%
COc1ccccc1OCCN1C(=O)S/C(=C\c2ccco2)C1=O,27%,?,-15%,-15%,-0.6,?,-2%,-16%,?
Nn1cnn(Cc2ccccc2)c1=S,9%,-29%,26%,-1%,-0.6,6%,-6%,1%,2%
COc1ccc(C(CCNCc2ccccc2F)c2ccc(F)cc2)cc1 (centres undefined),?,-22%,17%,2%,2.8,7%,3%,-8%,16%
COc1ccc(C(=O)N2N=C(c3cccs3)CC2c2ccccc2O)cc1 (centres undefined),-22%,-17%,15%,-10%,-0.7,1%,4%,-16%,-3%
Cc1ccc(SCC(=O)Nc2ccc3c(c2)OCCO3)cc1,-1%,-13%,1%,-3%,-0.2,?,nt,-9%,12%
Cc1ccc(C(C)C)cc1S(=O)(=O)Nc1ccncc1,6%,-3%,-3%,-2%,-2.5,2%,4%,3%,-21%
CN(C)S(=O)(=O)c1cccc(NC(=O)CNCC2CCCCC2)c1,-3%,-18%,3%,-2%,-0.5,-8%,-12%,-15%,42%[activator]
COc1ccc(O)c(C(=O)c2cnc3c(c2)c(=O)[nH]c(=O)n3C)c1,17%,-13%,25%,-3%,0.1,2%,-5%,-2%,8%
Cc1cc(=O)[nH]c2ccc(Cl)cc12,1%,15%[57.4 µM],-25%,-3%,-0.5,-17%,6%,0%,1%

Reprinted at random: two entries already listed
compound,APEX1 inh,ALOX12 inh,Pol beta inh,BLM inh,TRHR ag,Apoferritin bind,ERG-DNA inh,Pol kappa inh,POLI inh
COc1ccc(C(CCNCc2ccccc2F)c2ccc(F)cc2)cc1 (centres undefined),?,-22%,17%,2%,2.8,7%,3%,-8%,16%
Cc1ccc(C(C)C)cc1S(=O)(=O)Nc1ccncc1,6%,-3%,-3%,-2%,-2.5,2%,4%,3%,-21%

Other records:
compound,APEX1 inh,ALOX12 inh,Pol beta inh,BLM inh,TRHR ag,Apoferritin bind,ERG-DNA inh,Pol kappa inh,POLI inh
COc1ccc(CCNC(=O)CNC(=O)c2ccccc2Br)cc1OC,21%,-4%,21%,-2%,0.0,-10%,-2%,-6%,73%[activator]
COc1ccccc1/C=C/C=N/n1c(-c2ccncc2)n[nH]c1=S,-1%,?,27%,0%,-0.4,-1%,-6%,-11%,26%
COc1ccc(/C=N\NC(=O)c2ccccc2F)cc1COc1ccc(F)cc1,-4%,11%,39%,-1%,-0.2,-10%,-6%,-6%,-7%
O=C(COC(=O)CN1C(=O)NC2(CCCC2)C1=O)Nc1ccccc1C(F)(F)F,0%,-7%,nt,nt,0.0,nt,6%,-9%,-2%
CCn1nc(NC(=O)c2ccco2)c2cc3ccc(C)cc3nc21,-6%,0%,9%,-3%,-1.1,78%[activator],-4%,-1%,-1%
C/C=N/NC(=O)CCNC(=O)c1ccccc1,5%,-3%,-3%,-5%,-1.3,-5%,10%,-9%,17%
COc1ccc(-n2nc(C(=O)NCC(=O)N3CCN(C)CC3)c3ccccc3c2=O)cc1,7%,-9%,7%,2%,-0.3,-5%,1%,-7%,160%[activator]
CCn1cc(C(=O)NCCc2ccccc2)c(=O)c2cc(S(=O)(=O)N(C)C)ccc21,15%,24%,12%,-13%,-0.5,-2%,1%,-13%,57%[activator]
C/C=C/C(=O)OCC(=O)Nc1ccc(SC(F)F)cc1,-7%,-5%,-12%,-3%,-0.6,-9%,1%,-5%,130%[activator]
COc1ccc(Cl)cc1C(=O)NNC(=O)c1nn(C)c(=O)c2ccccc12,11%,-4%,nt,nt,nt,nt,15%,7%,29%
O=C(NCCN1CCN(c2ccccc2)CC1)c1ccc2c(c1)[nH]c(=S)n1c3ccccc3nc21,1%,2%,-2%,-12%,0.3,-3%,8%,-12%,171%[activator]
CCNc1nc(SCc2ccccc2)nc(N2CCOCC2)n1,-3%,-20%,5%,-5%,0.5,3%,10%,-4%,-14%
COc1ccc(NS(=O)(=O)c2c(C)n(C)c(=O)n(C)c2=O)cc1OC,13%,9%,18%,-1%,0.1,-7%,9%,-5%,27%
CCOC(=O)Cn1c(=O)n(C2CCCCC2)c2nc(-c3ccc(Cl)cc3)nc(C(N)=O)c21,nt,-13%,18%,2%,0.0,-3%,2%,1%[60.1 µM],-14%
Cc1cnnc2c1-c1no[n+]([O-])c1CC2,-3%,24%,4%,2%,0.4,-17%,-16%,-12%,3%[58.9 µM]

compound,APEX1 inh,ALOX12 inh,Pol beta inh,BLM inh,TRHR ag,Apoferritin bind,ERG-DNA inh,Pol kappa inh,POLI inh
Cc1ccc(C2=Nc3ccccc3N=C(c3ccc(F)cc3)C2)c(O)c1,nt,-12%,-10%,2%,2.4,39%[activator],6%,-2%,-10%
O=C(c1ccco1)N1CCc2[nH]nc(-c3ccc(Cl)cc3)c2C1,-6%,9%,-13%,0%,-0.5,-8%,1%,-11%,9%
CSCCC(NC(=O)COc1ccccc1)C(=O)N(C)CC(=O)Nc1ccc(Cl)cc1 (centres undefined),1%,?,nt,nt,1.4,nt,3%,-7%,12%
CN(Cc1nc2ccccc2n1C)C(=O)c1ccco1,17%,i,-3%,-2%,-0.6,-1%,0%,-1%,43%[activator]
CCSc1nc2c(c(=O)[nH]c(=O)n2C)n1CC(O)COc1ccccc1 (centres undefined),-4%,?,11%,-1%,0.1,-12%,?,13%,-11%
CC(C)C[C@H]1CNC(=S)N1CC1CCCN1C[C@H](CC(C)C)N1C[C@H](CC(C)C)N(CCc2ccccc2)C1=S (some centres undefined),nt,?,nt,nt,nt,nt,-4%,18%,19%
COc1ccc(-c2nc3ccccc3s2)cc1NC(=O)c1ccc(F)cc1,nt,3%,22%,-2%,-0.3,5%,-1%,0%,3%
CCOc1ccc(-c2cc(C(=O)N3CCN(c4ccccn4)CC3)c3ccccc3n2)cc1,-1%,18%,-24%,-1%,2.1,-14%,0%,-3%&-8%&6%,-8%&25%&18%

Not all compounds are listed, so the mix of outcomes need not match the whole.
